Bioassay records deposited in PubChem BioAssay by Sanford-Burnham Center for Chemical Genomics.
TAG inh: inhibitors of triacylglycerol accumulation; H9c2 cells, Nile Red lipid (TAG) fluorescence; cells loaded with 200 µM oleic acid; inhibition, % at 12.5 µM; 230,000 compounds, 0.66% hits;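 active means pattern-corrected inhibition of lipid staining of at least 50% with the nuclear-stain viability signal not falling by more than 50%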;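 further: 0% = DMSO wells and 100% = triacsin C control wells; some results filed as inactive read as strong as hits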
TAG inh DAPI viability: also measured in TAG inh; calls as there; DAPI nuclei signal change (viability), lower = more cytotoxic, %;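 whole-well DAPI fluorescence read on a plate reader as a viability signal; minus 50 percent equals half of cells still viable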
Starred values were filed as active, the others as inactive.

SMILES | TAG inh | TAG inh DAPI viability
O=C(NCCC1=CCCCC1)c1cccc(S(=O)(=O)N2CCCCC2)c1 | -3 | -3
CN(C)C(=O)c1cc(C(=O)c2ccc(C(F)(F)F)cc2F)c[nH]1 | -9 | 2
Cc1ccc(-c2[nH]ncc2CN2CCN(C(=O)c3cccs3)CC2)cc1C | -3 | 1
CC(C)CCn1c(SCC(N)=O)nc2c1c(=O)n(C)c(=O)n2C | -1 | 0
O=C(CCC(=O)Nc1ccccc1)N/N=C/c1ccncc1 | -12 | 3
O=C(NCc1ccccn1)c1ccc(Cl)c(S(=O)(=O)N2CCCCCC2)c1 | 2 | 1
COc1ccc(CC(=O)Nc2cc(S(=O)(=O)N3CCCC3)ccc2Cl)c(OC)c1 | -10 | 0
Cn1c(N)c(C(=O)COC(=O)Cn2cc(C(F)(F)F)ccc2=O)c(=O)n(C)c1=O | 10 | -2
O=C(COC(=O)C1=COCCO1)Nc1ccc(F)cc1 | -18 | 9
CC(OC(=O)c1cccs1)C(=O)NCC1CCCO1 (stereo not given) | -5 | -7

An excerpt from above in order of SMILES length, rising:
SMILES | TAG inh | TAG inh DAPI viability
O=C(NCCC1=CCCCC1)c1cccc(S(=O)(=O)N2CCCCC2)c1 | -3 | -3
CN(C)C(=O)c1cc(C(=O)c2ccc(C(F)(F)F)cc2F)c[nH]1 | -9 | 2
Cn1c(N)c(C(=O)COC(=O)Cn2cc(C(F)(F)F)ccc2=O)c(=O)n(C)c1=O | 10 | -2

(cont.)
SMILES | TAG inh | TAG inh DAPI viability
CC(=O)c1sc(NC(=O)CCc2ccccc2)nc1C | 9 | -18
Cc1oc2c(CN3CCOCC3)c(O)ccc2c(=O)c1-c1ccc(Cl)cc1 | -9 | 12
c1ccc(CN2CCCC3(CCCN(Cc4nc(CC5CC5)no4)C3)C2)cc1 (stereo not given) | -5 | 2
COc1ccc(-c2cc3nc4ccccc4n3c(N)c2C#N)cc1 | 0 | 38
C[C@@H]1CN([C@@H](C)CO)S(=O)(=O)c2ccc(-c3ccc(C(=O)N(C)C)cc3)cc2O[C@@H]1CN(C)Cc1ccccc1C(=O)O | 23 | -2
CCOC(=O)N(C)c1c(CC)nc2c(OCCOc3ccccc3)cccn12 | 0 | -1
COc1ccc(C2OC(=O)CC2C(=O)NC2CCCC(C)C2C)cc1OC (stereo not given) | 3 | 11
CSc1ccccc1COC(=O)Nc1ccccc1C | -7 | -9
CC(C)C(c1nnnn1C1CCCCC1)N1CCc2ccccc21 (stereo not given) | 16 | -8
O=c1ccc2c(ccc3ncccc32)o1 | 15 | 1
Cc1ccccc1OCC(=O)Nc1cccc(C(=O)O)c1 | 1 | -3
CCN(C(=O)COC(=O)C(c1ccccc1)c1ccccc1)c1c(N)n(Cc2ccccc2)c(=O)[nH]c1=O | -5 | 4
COC(=O)c1sccc1NC(=O)CN1CCN(c2ccc(F)cc2)CC1 | -73 | 6
CCCOc1ccccc1-n1sc2c(c1=S)-c1cc(OC)cc3c1N(C(=O)C3=O)C2(C)C | 16 | 8
CC(=O)c1cccc(OCc2cc(C(=O)N(C)C(C)c3ccccn3)no2)c1 (stereo not given) | 11 | -5
CN(C)CCN1C(=O)C(=O)/C(=C(/O)c2ccc(S(=O)(=O)N3CCOCC3)cc2)C1c1ccc(F)cc1 (stereo not given) | 4 | 5
COc1ccc(O)c(-c2nc(N)nc(N)n2)c1 | -10 | -2
OCCN1CCN(C(=S)c2ccc(Cl)cc2)CC1 | 11 | -10
CC(C)CN(C(=O)c1cc(=O)[nH]c2ccccc12)c1c(N)n(Cc2ccccc2)c(=O)[nH]c1=O | -7 | 2
O=C(Cc1ccccc1F)Nc1cc(S(=O)(=O)N2CCCC2)ccc1Cl | -7 | -6
COc1ccccc1C(CNC(=O)C(C)Oc1ccc(Br)cc1)N1CCCC1 (stereo not given) | -3 | 0
CN(CC(=O)Nc1cccc(F)c1)C(=O)C1CC(=O)N(CCc2ccccc2)C1 (stereo not given) | -10 | -7
Cc1ccc(C)c(COC(=O)c2cc(S(=O)(=O)N3CCCCC3)ccc2N2CCOCC2)c1 | 19 | -7
CC1CCCCN1Cc1ccc(N)cc1 (stereo not given) | -3 | 12
Cc1ccc(NC(=O)COC(=O)c2ccc(CN3CCCC3=O)cc2)cc1C | -5 | 9
Cc1nc2ccc(C(=O)Nc3ccc(N(C)C)cc3)cc2s1 | 6 | 1
Cc1ccc(SCC(=O)NNC(=O)CCS(=O)(=O)c2ccc(C)cc2)cc1 | 1 | -3
Cn1ncc(Cl)c1C(=O)Nc1sc2c(c1C(N)=O)CCC2 | -14 | 6
O=C(CSc1ncccn1)NC1CCCC1 | -20 | -2
Cc1cc2ccccc2n1CCNC(=O)C(C)Oc1ccccc1 (stereo not given) | 11 | -12
COc1cc(/C=N/n2cc(-c3ccccc3)[nH]c2=S)cc(OC)c1O | 6 | 10
CCN(CC)c1ncc(C#N)c(N)n1 | 5 | -3
CS(=O)(=O)c1ccc(Cl)c(NC(=O)COC(=O)CCN2C(=O)C3CC=CCC3C2=O)c1 (stereo not given) | -7 | 0
c1ccc(C2=NCCCO2)cc1 | -8 | -2
O=C(Cc1ccccc1F)Nc1ccc(S(=O)(=O)N2CCCCC2)cc1 | -31 | 4
O=C(COc1ccccc1)NC1=NCCS1 | 10 | -4
O=C(NC1CCCN(Cc2ccccc2F)C1)c1cccc(N2CCCC2=O)c1 (stereo not given) | -4 | 6
O=C(NCCc1ccc(Cl)cc1)C1(c2ccccc2)CC1 | -18 | 3
Cc1nn(C)c(Cl)c1S(=O)(=O)N[C@@H](c1ccccc1)[C@]1(C)C[C@H]1[C@@H](C)C(=O)Nc1ccc2ccccc2c1 | 1 | -1
Brc1ccccc1-c1nnc(COc2ncnc3ccccc23)o1 | 1 | 1

Part of the list above in another layout:
Structure,TAG inh,TAG inh DAPI viability
CC(=O)c1sc(NC(=O)CCc2ccccc2)nc1C,9,-18
Cc1oc2c(CN3CCOCC3)c(O)ccc2c(=O)c1-c1ccc(Cl)cc1,-9,12
c1ccc(CN2CCCC3(CCCN(Cc4nc(CC5CC5)no4)C3)C2)cc1 (stereo not given),-5,2
COc1ccc(-c2cc3nc4ccccc4n3c(N)c2C#N)cc1,0,38
C[C@@H]1CN([C@@H](C)CO)S(=O)(=O)c2ccc(-c3ccc(C(=O)N(C)C)cc3)cc2O[C@@H]1CN(C)Cc1ccccc1C(=O)O,23,-2
CCOC(=O)N(C)c1c(CC)nc2c(OCCOc3ccccc3)cccn12,0,-1
COc1ccc(C2OC(=O)CC2C(=O)NC2CCCC(C)C2C)cc1OC (stereo not given),3,11

Further structures follow.
SMILES | TAG inh | TAG inh DAPI viability
COCCn1nnnc1C(C(C)C)N1CCCC(C)C1 (stereo not given) | -5 | 0
O=c1c2c(nc3cc(-c4ccccc4Cl)[nH]n13)CCS2 | 13 | -7
COc1ccc(OC)c(NC(=O)Nc2nc(C(N)c3ccccc3Cl)cs2)c1 (stereo not given) | -9 | -9
CC1(CCc2ccccc2)NC(=O)N(CC(=O)Nc2ccc3c(c2)OCCO3)C1=O (stereo not given) | -4 | 4
O=C(Cn1nc(-c2ccccc2)oc1=O)OCC(=O)c1ccccc1 | -7 | 5
CCOC(=O)N1CCN(CC(=O)Nc2ccc(Oc3ccccc3)cc2)CC1 | -17 | 16
COc1ccc(OC(=O)NCCc2ccccc2)cc1 | -11 | 0
COC(=O)c1c(C(=O)NCc2ccccc2)ncn1CC(O)COc1ccccc1 (stereo not given) | -12 | -4
CCOc1ccc2[nH]c(=O)c(C(c3nnnn3C3CCCCC3)N3CCN(C)CC3)cc2c1 (stereo not given) | 20 | 13
Cc1ccc(S(=O)(=O)N2C[C@@H]3[C@H]4CC[C@H](C4)[C@@H]3[C@@H](C)[C@@H]2c2cn(Cc3ccccc3)c3ccc(F)cc23)cc1 | 11 | 4
C=CCN1CCS(=O)(=O)N(Cc2ccccc2)[C@@H](C(C)C)C1=O | -1 | 0
CC(=O)Nc1cc(S(=O)(=O)C(F)(F)F)ccc1Cl | 17 | -11
CCN(CC(=O)Nc1ccccc1C(F)(F)F)C(=O)c1cccc(S(=O)(=O)N2CCN(C)CC2)c1 | 2 | 9
CCOC(=O)N1CCC(NC(=O)c2ccc3c(c2)N(Cc2ccccc2)CCS3)CC1 | 2 | 31
COc1ccc(CC(=O)Nc2nc(-c3cc(OC)ccc3OC)cs2)cc1 | 16 | -2
CN(Cc1ccc2nsnc2c1)C(=O)C1CCC(=O)N(CCc2ccccc2)C1 (stereo not given) | 140 | -120
Cc1noc(C)c1S(=O)(=O)NCc1ccc2c(c1)OCO2 | 4 | -6
C/C=C1\NC(=O)[C@H](CC(N)=O)N(C)C(=O)C([C@@H](C)O)NC(=O)C(CCCc2ccc(OC)cc2)NC(=O)[C@H](C(C)C)NC(=O)/C(=C\C)NC(=O)[C@H](O)[C@@H](C[C@@H](O)CCCCCCC)NC(=O)[C@H](C)NC(=O)CN(C)C(=O)[C@H](CCC(N)=O)NC1=O (stereo not given in full) | 10 | -6
O=C(NCC(=O)N1CCN(c2ccccc2O)CC1)c1cccs1 | -2 | 7
COc1ccccc1NS(=O)(=O)c1cccc(NC(=O)NCCCl)c1 | -13 | 0
CC(C)(C)C(=O)NC(=S)N1CCc2ccccc21 | -3 | 10
Cc1ccc(S(=O)(=O)N2CCC(C(=O)Nc3ccncc3)CC2)cc1 | -14 | -3
Cc1ccc(-c2cc(C(=O)O)c3ccccc3n2)c(C)c1 | 5 | 4
COc1ccccc1C(=O)NC(=Nc1nc2ccccc2o1)NC(=O)c1ccccc1OC | 6 | -14
CCc1ccc(CN(C)C(=O)CCc2nc3ccccc3n(-c3ccc(OC)cc3)c2=O)cc1 | 11 | 6
O=C(c1ccc(F)cc1)N1CCC(c2ccccc2)C1 (stereo not given) | 18 | -26
CC[C@]12c3[nH]c4ccc(OC)cc4c3CCN1C(=O)C(CC(=O)NCCCOC)C[C@@H]2C(=O)N1CCN(C(=O)c2ccco2)CC1 (stereo not given in full) | 3 | 7
COc1ccc(-c2cn(-c3ccc(Cl)cc3)c3[n+]2CCCCC3)cc1 | -9 | -12
CCCCn1cnc2c(SCc3ccccc3)nc(N)nc21 | -26 | -1
COc1ccc(CNC(=O)CN(Cc2cccs2)C(=O)CCC(=O)Nc2ccccn2)cc1 | -7 | -6

Profiles from above. Order of screens: TAG inh	TAG inh DAPI viability
Cc1ccc(-c2cc(C(=O)O)c3ccccc3n2)c(C)c1 across the screens: 5	4
Cc1ccc(S(=O)(=O)N2CCC(C(=O)Nc3ccncc3)CC2)cc1 across the screens: -14	-3
CCc1ccc(CN(C)C(=O)CCc2nc3ccccc3n(-c3ccc(OC)cc3)c2=O)cc1 across the screens: 11	6
COc1ccc(CNC(=O)CN(Cc2cccs2)C(=O)CCC(=O)Nc2ccccn2)cc1 across the screens: -7	-6
O=C(c1ccc(F)cc1)N1CCC(c2ccccc2)C1 (stereo not given) across the screens: 18	-26

New compounds follow
SMILES | TAG inh | TAG inh DAPI viability
CS(=O)(=O)c1ccc(C(=O)OCC(=O)NC(=O)C2CCCCC2)cc1[N+](=O)[O-] | -7 | 17
COCCNc1nc(Nc2ccc(C)cc2C)c2sccc2n1 | 38 | -40
OCCN1CCOCCN(CCO)CCN(CCO)CC1 | 12 | -7
Cc1ccc(NC(=O)C2CCN(c3cnccn3)CC2)cc1 | -5 | 3
CSc1nc2c(c(=O)[nH]1)C(c1ccc(C(F)(F)F)cc1)CC(=O)N2 (stereo not given) | 7 | -7
COc1cccc(-n2nnnc2SCC(=O)Nc2ccc(C(C)=O)cc2)c1 | -3 | -4
COc1ccc([N+](=O)[O-])cc1NC(=O)Cc1noc2ccc(C)cc12 | -15 | 2
O=C(Nc1ccc(OC(F)(F)C(F)F)c(NC(=O)c2ccc(F)cc2)c1)c1ccc(F)cc1 | 13 | 11
CCN(C(=O)c1ccc(Cl)c(S(=O)(=O)Nc2c(C)n(C)n(-c3ccccc3)c2=O)c1)c1ccccc1 | -1 | 7
Cc1cccc(NC(=O)C2CC(=O)OC23CCCCC3)c1 (stereo not given) | 8 | -11
O=[n+]1c2c(n([O-])c3cc(F)c(N4CCCC4)cc31)CCCC2 | -10 | -2
CC(C)N1CCN(Cc2nc3c(s2)CCCC3)CC1CCO (stereo not given) | -6 | 5
CC(=O)c1ccccc1NC(=O)COC(=O)c1cc(C)oc1C | 10 | 12
Cc1cccc(/C=C2/C(=O)/C(=C/c3ccccc3C)C3CCC2N3C)c1 (stereo not given) | -2 | -5
Cc1cc(C)n(CCCNC(=O)c2ccc(C)o2)n1 | -6 | -4
CCOc1ccc(/C=C/C(=O)NC2CCCCC2)cc1 | 11 | 1
C=CCn1c(COc2ccccc2)nnc1SC(C)C(=O)N/N=C/c1cc(Cl)ccc1O (stereo not given) | 10 | -25
COc1ccccc1NC(=O)NNC(=O)c1ccc2ccccc2c1O | 0 | -4
CC(C(=O)c1ccccc1)n1c(N2CCOCC2)nc2c1c(=O)n(C)c(=O)n2C (stereo not given) | 5 | -8
O=C(Nc1cccc2ccccc12)NC1CCCCC1O (stereo not given) | -3 | 0
COc1cc(OC)cc(C(C)=O)c1 | -8 | 9

An excerpt; rates above refer to the full screens.
